# Screens (PubChem BioAssay)
# AmpC inh detg: qHTS Inhibitors of AmpC Beta-Lactamase (assay with detergent) | P00811 | AmpC hydrolysis of nitrocefin, absorbance 480 nm, 0.01% Triton | Potency, µM (series often up to 114 µM), inactives show top-dose activity change, negative = inhibition, hits mostly inhibitors | 370,000 tested, 0.041% active | AID 485294, 2010;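 note: potency is the fitted concentration of half-maximal effect; 0% = no-compound wells and -100% = no-enzyme wells; nearly all actives have a fitted effect of over 25% in size; some results filed as inactive show a strong effect at the top dose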
# Target sequence (P00811 whole entry, looked up): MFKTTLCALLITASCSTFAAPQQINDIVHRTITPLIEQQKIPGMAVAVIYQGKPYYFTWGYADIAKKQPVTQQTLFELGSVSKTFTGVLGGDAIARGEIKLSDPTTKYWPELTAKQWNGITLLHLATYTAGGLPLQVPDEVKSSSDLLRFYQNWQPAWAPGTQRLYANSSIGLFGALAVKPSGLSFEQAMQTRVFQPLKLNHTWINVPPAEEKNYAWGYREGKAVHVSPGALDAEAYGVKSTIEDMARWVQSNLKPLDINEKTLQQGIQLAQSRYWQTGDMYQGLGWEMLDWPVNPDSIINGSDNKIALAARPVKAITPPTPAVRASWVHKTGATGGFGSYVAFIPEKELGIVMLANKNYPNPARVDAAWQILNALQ
#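 AmpC (5.3 nM in the dispensed reagent) in 20 mM phosphate pH 7.0 with 0.01% (detergent screen) or 0.0001% Triton X-100 was preincubated with compounds for 15 min at room temperature. Nitrocefin was then added from an 800 uM solution, and hydrolysis was followed at 480 nm.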
# AMA1 RON2 block: qHTS for Inhibitors of AMA1-RON; Towards Development of Antimalarial Drug Lead: Primary Screen. 360,000 tested, 0.2% active. AlphaScreen AMA1-biotinylated RON2 peptide binding. AID 720542, 2013. Potency, µM (series often up to 58.2 µM), inactives show at the highest dose activity change, negative = inhibition, actives largely listed as inhibitors;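 note: potency is the fitted concentration of half-maximal effect; 0% = vehicle wells and -100% = peptide control; nearly all actives have a fitted effect of over 45% in size; some results filed as inactive show a strong effect at the top dose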
#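 AMA1 (3D7) with his tag at 25 nM final met compounds first, then biotinylated RON2 peptide at 25 nM; detection used donor plus acceptor beads, 10 µg/mL apiece, read by AlphaScreen after 30 min at room temperature.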
# AmpC no deterg: qHTS Inhibitors of AmpC Beta-Lactamase (assay without detergent). P00811. AmpC nitrocefin hydrolysis, absorbance 480 nm, 0.0001% Triton. Potency, µM (series often up to 57.1 µM), for inactives: at the highest dose activity change, negative = inhibition, actives largely listed as inhibitors. 330,000 tested, 0.52% active;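 note: potency is the fitted concentration of half-maximal effect; plate controls were no compound for no effect and no enzyme for full effect; nearly all actives have a fitted effect of over 20% in size; some results filed as inactive show a strong effect at the top dose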
#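 20 mM phosphate pH 7.0 + 0.01% (detergent screen) or 0.0001% Triton X-100; 5.3 nM AmpC reagent; cpd preinc 15 min RT; nitrocefin (800 uM stock) to start; A480 q20 s × 4 min; Activity was normalised to no-enzyme and no-compound control wells.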
# FBPA Giardia inh: qHTS Assay for Inhibitors of Fructose-1,6-bisphosphate Aldolase from Giardia Lamblia; 290,000 tested, 0.71% active; purified Giardia FBPA; Potency, µM (top dose mostly 59.6 µM), for inactives: top-dose activity, negative = inhibition, most hits filed as inhibitors; AID 2451, 2010; A8B2U2; note: potency is the fitted concentration of half-maximal effect; nearly all actives have a fitted effect of over 55% in size
# Target sequence (A8B2U2 whole entry, looked up): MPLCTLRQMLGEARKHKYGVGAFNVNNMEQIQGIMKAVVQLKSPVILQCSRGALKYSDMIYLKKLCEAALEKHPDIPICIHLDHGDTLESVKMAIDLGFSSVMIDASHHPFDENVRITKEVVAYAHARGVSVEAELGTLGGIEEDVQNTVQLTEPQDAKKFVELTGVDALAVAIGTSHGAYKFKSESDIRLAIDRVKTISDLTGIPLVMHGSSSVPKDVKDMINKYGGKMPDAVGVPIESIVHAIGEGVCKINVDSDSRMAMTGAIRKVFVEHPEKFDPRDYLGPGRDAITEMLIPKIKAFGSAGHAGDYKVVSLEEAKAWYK
#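 40 nM FBPA preincubated 10 min at RT with compound (up to 57.5 uM final), then substrate plus GAPDH/TPI/NAD/arsenate coupling and diaphorase/resazurin added. Fluorescence read after 20 min at RT, 525/598 nm.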
# HCMV inh: qHTS Assay for inhibitors of the human cytomegalovirus (HCMV); HFF cells, HCMV-luciferase reporter, 72 h; stronger effect = lower value; activity change, negative = inhibition, % at 57.5 µM; 410,000 tested, 4.5% active; in the data active = activity change below about -60%; inconclusive = no clear call, values can overlap the other calls; inactive = above about -39%
#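 Human foreskin fibroblasts infected with luciferase-reporter HCMV at MOI 1 PFU/cell, compounds at two doses. Luciferase measured 72 h post infection; normalized to buffer-only basal and Salinomycin (10uM) controls.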
# Sm TGR inh: qHTS Assay for the Inhibitors of Schistosoma Mansoni Peroxiredoxins; Schistosoma mansoni thioredoxin glutathione reductase (TGR), Q962Y6; 360,000 tested, 3% active; purified TGR, DTNB reduction, TNB absorbance 405 nm; Potency, µM (titrated, usually from 114 µM), for the others: top-dose activity change, negative = inhibition, actives largely listed as inhibitors; note: potency is the fitted concentration of half-maximal effect; nearly all actives have a fitted effect of over 60% in size
#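 TGR 20 nM + NADPH 100 uM (dispensed conc.), cpd preinc 15 min RT; start with NADPH (500 uM addition) then DTNB (15 mM addition). Kinetic TNB absorbance, 405 nm filter. Four-parameter Hill fit across titration.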
# Starred values were filed as active, the others as inactive; ? = inconclusive; . = no result given; & = joins results of further samples; [ ] = dose if it differs, or a comment. Unless noted, calls come from the whole dose curve; as a rule, active = well fitted curve in the direction sought with a large enough effect; inconclusive = small, poorly fitted or top-dose-only effect, or another doubt; inactive = no such curve, though single readings can be large; an effect the other way counts as inactive or inconclusive. Unless noted, % is set by controls: 0 for no effect and ±100 for the full control effect.
# Under each structure: AmpC inh detg	AMA1 RON2 block	AmpC no deterg	FBPA Giardia inh	HCMV inh	Sm TGR inh
- COc1cc(CC(=O)OCC(=O)Nc2ccc(N3CCOCC3)cc2)cc(OC)c1OC
  -11%	12%	17%	-1%	-22	10%
- CCCc1[nH]n(-c2ccc(F)cc2)c(=O)c1C=NCC1CCCO1 (centres undefined)
  -3%	10%	4%	1%	4	4%
- CCOC(=O)c1ccc(NC(=O)C(Cc2ccccc2)N2Cc3ccccc3C2=O)cc1 (centres undefined)
  -7%	.	.	.	-36	1%
- COc1ccc(NC(=O)c2ccc3[nH]c(C)c(C)c3c2)cc1
  2%	-4%	-36%	-11%	?	14%
- C/C1=C\CCC2C(/C=C(\C)CC1)OC(=O)C2CN1CCCCC1 (centres undefined)
  -20%	16%	-18%	-4%	-16	-8%
- CCN(C(=O)COC(=O)c1ccc(F)c(S(=O)(=O)N2CCOCC2)c1)C1CCS(=O)(=O)C1 (centres undefined)
  -4%	19%	8%	.	-33	-4%
- COc1ccc(NC(=O)COC(=O)CC2CCCC2)cc1Cl
  -15%	2%	-23%	.	-7	8%
- COc1ccc(-n2nnnc2SCc2nc(N)nc(N3CCOCC3)n2)cc1
  -6%	4%	-16%	0%	4	-30%
- S=C(NCC1CCCO1)Nc1ccc(Cl)cc1Cl (centres undefined)
  -4%	13%	-17%	0%	24	50µM*
- O=C(NCc1ccncc1)c1cccc(S(=O)(=O)Nc2ccc(F)cc2)c1
  -14%	-8%	-18%	.	27	?
- CC(C)(C)OC(=O)NCCC(=O)Oc1ccc2ccc(=O)oc2c1
  -15%	16%	-23%	-2%	.	-12%
- COC(=O)C1=CN(c2ccc(OC)cc2)C=C(C(=O)OC)C1c1ccc(C)c([N+](=O)[O-])c1
  -6%	-19%	-5%	-5%	-78*	-1%
- CC(=O)c1c(C)n(-c2ccc(C)cc2C)c2ccc(O)cc12
  ?	2%	-50%	-13%	.	9%
- CCOC(=O)CNC(=O)c1cc2c(=O)n(CC)c3ccccc3c2s1
  -4%	.	.	.	9	0%
- CCOC(=O)N1CCc2c(sc3c2c(=O)n(-c2ccc(Cl)cc2)c(=O)n3Cc2cccc(C)c2)C1
  3%	.	.	.	-14	20%

# The list goes on, starting with the last 4 of the part before.
# Under each structure: AmpC inh detg	AMA1 RON2 block	AmpC no deterg	FBPA Giardia inh	HCMV inh	Sm TGR inh
- COC(=O)C1=CN(c2ccc(OC)cc2)C=C(C(=O)OC)C1c1ccc(C)c([N+](=O)[O-])c1
  -6%	-19%	-5%	-5%	-78*	-1%
- CC(=O)c1c(C)n(-c2ccc(C)cc2C)c2ccc(O)cc12
  ?	2%	-50%	-13%	.	9%
- CCOC(=O)CNC(=O)c1cc2c(=O)n(CC)c3ccccc3c2s1
  -4%	.	.	.	9	0%
- CCOC(=O)N1CCc2c(sc3c2c(=O)n(-c2ccc(Cl)cc2)c(=O)n3Cc2cccc(C)c2)C1
  3%	.	.	.	-14	20%
- CN1CCN(S(=O)(=O)c2ccc(NC(=O)COc3ccccc3Cl)cc2)CC1
  5%	13%	0%	1%	-37	0%
- CCOC(=O)N1CCC(N2CCN(S(=O)(=O)c3ccc(NC(C)=O)cc3)CC2)CC1
  0%	-3%	30%	?	-29	2%
- CC(C)(C)OC(=O)N1CCC[C@H]1c1nnc(SCc2ccc(Cl)cc2Cl)o1
  2%	22%	.	10%	9	-20%
- C[C@H](CO)N1C[C@H](C)[C@@H](CN(C)C(=O)Nc2ccc3c(c2)OCO3)Oc2ccc(NC(=O)NC3CCCCC3)cc2C1=O
  .	-8%	177%[activator]	.	-18	.
- Cc1cc(=O)[nH]c(N/N=C/C(C)c2ccccc2)n1 (centres undefined)
  1%	97%[activator]	-7%	?	14	1%
- COC(=O)C1=C(CS(=O)(=O)c2ccccc2)NC(=O)NC1c1ccc(O)cc1 (centres undefined)
  -9%	1%	-18%	4%	-9	-1%
- Cn1ccnc1SCC(=O)Nc1sccc1C#N
  ?	-4%	-38%	-12%	-7	4%
- Cc1nc2ccc(S(=O)(=O)NCC(=O)NCCc3ccc(Cl)cc3)cc2s1
  ?	1%	0%	26%	-12	-2%
- CCC/C(=N\NC(=O)c1ccco1)c1ccc(Cl)s1
  ?	23%	-29%	.	12	3%
- COc1cc(NC(=O)c2ccco2)c(OC)cc1NC(=O)Nc1cccc(Cl)c1
  -11%	-18%	21%	4%	-29	?
- CCc1nnc(NC(=O)CN2C(=O)NC3(CCCC3)C2=O)s1
  2%	5%[11.6 µM]	-4%	.	-34	-2%
- Cn1c(=O)c2c(nc(N3CCOCC3)n2Cc2ccccc2Cl)n(C)c1=O
  -1%	.	.	.	-9	-4%
- NS(=O)(=O)c1ccc(CNC(=O)CNC(=O)c2ccc(Br)o2)cc1
  0%	-4%	-26%	-3%	-9	6%
- COC(=O)c1ccccc1NC(=O)CSCC(=O)Nc1ccccc1
  0%	-7%	-1%	-7%	11	-26%
- COc1cccc(C2c3c(oc4ccccc4c3=O)C(=O)N2c2ccccn2)c1 (centres undefined)
  -8%	3%	-12%	3%	-16	2%
- COc1cccc(/C=C/C(=O)NCCc2ccc3c(c2)OCCO3)c1
  -2%	13%[11.6 µM]	-24%	-1%	?	-1%
- Fc1ccc(-n2nnc(-c3cnc4ccccc4c3)n2)cc1
  8%	-9%	-21%	5%	52	-18%
- Cc1ccccc1NC(=O)NCCc1ccc(Cl)cc1
  ?	-7%	-25%	0%	-11	.
- CCOc1ccc(C(=O)CCC(=O)N2CCC(C(=O)OC)CC2)cc1
  -14%	1%	-1%	5%	?	-9%
- O=C(/C=C/c1cccs1)c1ccc(Br)cc1
  1%	-2%	-24%	.	7	3%
- COc1ccc(OC)c(N(CC(=O)NC2CCCC2)S(=O)(=O)c2ccc(OC)c(OC)c2)c1
  -4%	-16%	161%[activator]	.	146	-22%
- COc1ccccc1CCC(=O)N(CCC1=CCCCC1)c1c(N)n(Cc2ccccc2)c(=O)[nH]c1=O
  ?	-25%	-42%	.	?	-5%
- COc1cccc(CNC(=O)C(CC(C)C)NC(=O)c2ccccc2C)c1 (centres undefined)
  4%	3%	-2%	1%	.	30%
- COc1ccc(-c2ccc(-c3nnc(-c4cc(OC)ccc4OC)o3)cc2)cc1
  ?	23%	-11%	1%	-30	0%
- CN(c1ccccc1)S(=O)(=O)c1ccc(C(=O)NCc2ccccc2F)cc1
  3%	5%	-20%	.	2	3%
- O=C(Nc1cccc2cccnc12)c1cccc(Cl)c1
  17%	30%[activator]	-23%	5%	45	11%
- Clc1ccc(SCNc2ccccc2Cl)cc1
  -5%	27%	-10%	-8%	-25	-28%
- Cc1cc(C)c2nc(N3CCCN(C(=O)c4cnccn4)CC3)c(C#N)cc2c1
  2%	-14%	153%[activator]	-10%	-20	-3%
- COc1ccc(-n2nc(C)c3onc(C)c3c2=O)cc1
  -10%	5%	-11%	0%	-6	-5%
- O=C(CNc1ccc(F)cc1)N/N=C1\CCc2ccccc21
  0%	32%[activator]	-1%	-6%	6	-1%

# Whole records as entered above. Order of screens: AmpC inh detg | AMA1 RON2 block | AmpC no deterg | FBPA Giardia inh | HCMV inh | Sm TGR inh
# Record of Clc1ccc(SCNc2ccccc2Cl)cc1 : -5% | 27% | -10% | -8% | -25 | -28%
# Record of CN1CCN(S(=O)(=O)c2ccc(NC(=O)COc3ccccc3Cl)cc2)CC1 : 5% | 13% | 0% | 1% | -37 | 0%
# Record of CC(C)(C)OC(=O)N1CCC[C@H]1c1nnc(SCc2ccc(Cl)cc2Cl)o1 : 2% | 22% | . | 10% | 9 | -20%
# Record of COc1ccc(-n2nnnc2SCc2nc(N)nc(N3CCOCC3)n2)cc1 : -6% | 4% | -16% | 0% | 4 | -30%
# Record of Cn1c(=O)c2c(nc(N3CCOCC3)n2Cc2ccccc2Cl)n(C)c1=O : -1% | . | . | . | -9 | -4%

# Next records.
# Under each structure: AmpC inh detg	AMA1 RON2 block	AmpC no deterg	FBPA Giardia inh	HCMV inh	Sm TGR inh
- Cc1c(CC(=O)O)c(=O)oc2cc(OCc3ccc(Cl)cc3)ccc12
  -14%	9%	-6%	22%	58	-10%
- COc1ccc(/C=C2\SC(=S)N(CCC(=O)Nc3ccc(C(=O)O)cc3)C2=O)cc1OC
  2%	-3%	-12%	16%	.	-4%
- CC(=O)c1cccc(OCC(=O)Nc2cc(S(=O)(=O)N3CCOCC3)ccc2N2CCCC2)c1
  -5%	3%	67%[activator]	.	-11	0%
- COc1cccc(OC)c1C(=O)N1CCN(c2ccccn2)CC1
  -2%	13%	.	3%	-30	5%
- O=C(COC(=O)c1cccnc1Cl)NCCC1=CCCCC1
  -10%	1%	-5%[2.29 µM]	2%	-7	-1%
- CCC(C)NS(=O)(=O)c1ccc(-c2csnn2)s1 (centres undefined)
  -2%	-12%	-58%	12%	-25	-2%
- CC(C)c1ccc(NC(=O)c2cccc(Br)c2)cc1
  -13%	6%	-41%	?	96	4%
- O=C(CNC(=O)c1ccc(Br)o1)OCC(=O)c1cccc([N+](=O)[O-])c1
  0%	16%	-17%	1%	-17	.
- COc1c(C)cc(C(=O)C2CCCN(Cc3cccc4nccnc34)C2)cc1C (centres undefined)
  8%	-2%	59%	2%	?	12%
- Cc1ccccc1NC(=O)c1cccc(S(=O)(=O)N2CCOCC2)c1
  -7%	1%	-17%	2%	-2	-1%
- Cn1c(N)c(C(=O)COC(=O)c2cc(C(F)(F)F)nc3ccccc23)c(=O)n(Cc2ccccc2)c1=O
  -9%	10%	-35%	-1%&-8%	.	36%
- O=C(Oc1cccc2cccnc12)c1cccc(-n2cnnn2)c1
  -1%	24%	-20%	0%	?	-1%
- N#CC1=C(N)C2=CCCC[C@H]2[C@H](c2ccc(Br)cc2)C1(C#N)C#N
  5%	19%	-26%	?	.	32µM*
- COc1ccc(C(=O)NCCN2CCOCC2)cc1S(=O)(=O)Nc1ccc(C)cc1
  3%	5%	-11%	.	22	4%
- COc1ccccc1N=Nc1c(C)[nH][nH]c1=O
  -4%	42%[activator]	-1%	-10%	?	-5%
- NCCCNc1ccc([N+](=O)[O-])cc1C(F)(F)F
  -5%	-12%	-8%	-2%	?	0%
- CCOc1ccccc1C1CC(=O)NC(C)=C1C(=O)OCc1ccc(C)cc1 (centres undefined)
  3%	.	.	.	13	-5%
- CCOc1ccc(NC(=S)NC(C)C(c2ccccc2)N2CCN(C)CC2)cc1 (centres undefined)
  2%	5%	42%	9%	-2	8%
- COc1ccc(C2=NC(=O)/C(=C\c3cc(OC)c(OC)c(OC)c3)O2)cc1
  0%	17%	-14%	-5%	48	-1%
- Cn1cc(CCCC(=O)NCc2ccc(F)cc2)c2ccccc21
  -1%&18%	-12%	-9%	2%	-37&-8	?
